GPR35 arrestin U2OS: GPR35 antagonists blocking zaprinast-driven arrestin recruitment, primary screen, imaging, U2OS, beta-arrestin-GFP, zaprinast agonist (AID 2058); U2OS GPR35 beta-arrestin-GFP translocation imaging, zaprinast antagonism; higher % means a stronger effect; one-dose inhibition, % at 10 µM; IC50 in µM for titrated hits; 290,000 compounds, 0.052% hits;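 active means inhibition of at least 50% with at least 30 cells and total cytoplasm GFP at most 10,000,000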
Salmonella PhoP GFP: inhibitors of PhoP regulon expression, primary screen, Salmonella Typhimurium, GFP reporter (AID 1863). 300,000 compounds, 0.16% hits. S. Typhimurium PhoP-regulated promoter GFP reporter, 4 h; higher % means a stronger effect. inhibition, % at 50 µM; hits with a dose series show IC50 in µM;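 active means inhibition over 29.93%, a cutoff 3 SD above the screen mean, later confirmed by dose response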;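 further: 0% = low Mg2+ inducing control and 100% = high Mg2+ repressing control; strong numbers were not always called active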
NTR1 ag: agonists of NTR1, primary screen, imaging, U2OS cells, beta-arrestin-GFP, high content (AID 493036) | 330,000 compounds, 0.17% hits | P30989 | NTR1-U2OS beta-arrestin-GFP spot imaging, agonist mode | activation, % at 20 µM;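 active means activation at or above 40% of the spot to cytoplasm intensity ratio, with at least 20 cells analyzed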;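 further: 0% = DMSO without peptide and 100% = 100 nM NTR1 peptide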
Target sequence (P30989 whole entry, looked up): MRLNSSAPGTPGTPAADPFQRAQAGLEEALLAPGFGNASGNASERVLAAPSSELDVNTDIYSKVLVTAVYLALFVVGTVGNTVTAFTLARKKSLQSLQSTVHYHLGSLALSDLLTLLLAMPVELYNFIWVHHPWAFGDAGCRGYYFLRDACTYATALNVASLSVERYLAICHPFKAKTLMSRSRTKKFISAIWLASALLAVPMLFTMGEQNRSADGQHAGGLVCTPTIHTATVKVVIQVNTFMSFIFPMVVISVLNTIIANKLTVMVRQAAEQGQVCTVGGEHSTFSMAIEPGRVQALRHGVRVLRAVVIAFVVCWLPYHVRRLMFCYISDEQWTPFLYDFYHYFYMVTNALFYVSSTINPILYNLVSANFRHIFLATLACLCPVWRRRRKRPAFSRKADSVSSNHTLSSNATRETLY
T cell HTS: modulates CD8 T cell binding to vesicles; 2C CD8+ T cell-vesicle binding, flow cytometry; stronger effect = lower value; calls only at 7 µM; 330,000 compounds, 0.068% hits; AID 2052;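 active means response, share of CD8 T cells binding vesicles, and their 90th percentile fluorescence all below set limits, cut at about 80% in these data, passing the limit was not always enough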
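Assay system – 2C mouse CD8+ T cells · Also added – QL9-loaded Drosophila micro-vesicles · Timing – Cell–vesicle co-incubation 1.5 h at 37 °C, staining 20 min on ice · Signal – flow cytometry of vesicle-bound cells · Measure – percent CD8+ FL2 mean versus row control · Controls – Peptide-free naked vesicles (low) and QL9 vesicles with 0.7% DMSO vehicle (high)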
KOR beta-arrestin-1: KOR antagonists, beta-arrestin recruitment, cell-based, luminescence, uHTS (AID 1778) | inhibition, % at 10 µM, or IC50 in µM where a hit was titrated | KOR beta-arrestin recruitment, luminescence, antagonist mode; higher % means a stronger effect | 290,000 compounds, 0.091% hits; in the data active means inhibition above about 50%; further: strong numbers were not always called active
KOR beta-arrestin-2: kappa opioid receptor activators – cell-based, luminescence, uHTS, primary screen (AID 1777); activation, % at 10 µM; hits with a dose series show EC50 in µM; KOR beta-arrestin recruitment, luminescence; higher % means a stronger effect; 280,000 compounds, 0.02% hits; in the data active means activation above about 50%, passing the limit was not always enough; further: a part of the inactive calls stands beside numbers as strong as those of hits
West Nile virus CPE: West Nile virus antiviral activity, cell-based, CPE readout (AID 1621). CPE inhibition, % at 10 µM, or IC50 in µM where a hit was titrated. West Nile virus-infected cells, CPE inhibition; higher % means a stronger effect. 290,000 compounds, 0.02% hits; in the data active means a potency from the dose series; further: strong numbers were not always called active
GPR55 antagonists: inhibition of LPI-stimulated GPR55 beta-arrestin translocation – imaging, U2OS, beta-arrestin-GFP, LPI agonist, primary screen (AID 2013) | U2OS GPR55 beta-arrestin-GFP translocation imaging, LPI antagonism; higher % means a stronger effect | inhibition, % at 10 µM, or IC50 in µM where a hit was titrated | 290,000 compounds, 0.13% hits;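 active means spots per cell inhibited over 60%, with over 100 cells counted and total cytoplasm intensity under 500,000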;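 further: U2OS cells stably carrying GPR55 and arrestin-GFP stimulated by 5 µM LPI near EC80; imaged beta-arrestin-GFP aggregate spots per cell after agonist stimulation; plate controls were LPI-stimulated DMSO wells for no effect and DMSO wells without LPI for full effect; some results filed as inactive read as strong as hits; confirmed hits need IC50 under 10 µM and bright autofluorescent wells are also inconclusive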
GPR55 activation: GPR55 agonists via beta-arrestin recruitment, primary screen, imaging, U2OS cells, beta-arrestin-GFP redistribution (AID 1961). U2OS GPR55 beta-arrestin-GFP redistribution imaging; higher % means a stronger effect. 290,000 compounds, 0.048% hits. activation, % at 10 µM; hits with a dose series show EC50 in µM;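 active means activation above 40% with more than 50 cells counted in the well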;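 further: U2OS osteosarcoma cells stably expressing GPR55 and beta-arrestin-GFP; plate controls were DMSO negative control for no effect and LPI positive control for full effect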
T cell HTS vesicle-bound %: further read-out of T cell HTS, marked with its call; double positive events, %; measured here: CD8+ vesicle-bound cell fraction;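 binding gate set so that unloaded-vesicle control wells show 10% double positive cells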
NTR1 ag cell count 20 µM: recorded beside NTR1 ag, whose call it bears; cell count; measured here: cell count, cytotoxicity flag
* hit, by the source's call; i = inactive; . = no result given; [ ] = remark or other dose.

structure	GPR35 arrestin U2OS	Salmonella PhoP GFP	NTR1 ag	NTR1 ag cell count 20 µM	T cell HTS	T cell HTS vesicle-bound %	KOR beta-arrestin-1	KOR beta-arrestin-2	West Nile virus CPE	GPR55 antagonists	GPR55 activation
O=C(Nc1cc(Oc2ccc(Cl)cc2)cc([N+](=O)[O-])c1)c1ccco1	10%	1%	7.0	62	i	35	-28%	2.9%	0.1%	-1%	-0.3%
O=C(Nc1nnc(C23CC4CC(CC(C4)C2)C3)s1)c1ccco1	-1%	-2%	5.0	56	i	.	-34%	-1.1%	0.8%	8%	0.3%
O=C(NCCCN1CCOCC1)c1ccccc1NS(=O)(=O)c1ccc(F)cc1	12%	-1%	0.8	38	i	53	3%	-5.7%	-0.4%	2%	-0.1%
COc1ccc(OC)c(CCNC(=O)CCc2cn(C)c3ccccc23)c1	-8%	7%	-0.9	96	i	34	-3%	-5.6%	-0.8%	-12%	-0.1%
Clc1ccc(CNc2ccccc2NCc2ccc(Cl)nc2)cn1	-6%	-6%	5.9	72	i	62	0%	5.6%	-0.6%	8%	-0.1%
O=C1N(S(=O)(=O)c2ccccc2F)C(=O)C2(CCCC2)N1S(=O)(=O)c1ccccc1F	-2%	-12%	0.2	85	i	58	-19%	3.0%	-0.3%	-4%	-0.1%
CC1=NN(c2nc3ccccc3s2)C(O)(C(F)(F)F)C1 (centres undefined)	-14%	-7%	0.2	64	i	10	8%	0.4%	0.1%	-2%	-0.1%
N#Cc1cccc(CN2CCC(=O)N(CCO)CC2)c1	22%	7%	-1.7	88	i	22	-12%[20 µM]	-6.6%	-0.2%	1%	0.0%
CCCNC(=O)NNC(=O)c1cc(-c2ccc3c(c2)OCO3)nc2ccccc12	-15%	4%	1.0	70	i	63	4%	-1.7%	-0.4%	-3%	-0.1%
Cc1cc(C(=O)N2CCN(Cc3ccccc3)CC2)ccc1[N+](=O)[O-]	-1%	-8%	1.1	51	i	48	-11%[20 µM]	1.7%	-0.9%	-36%	0.8%
CCOC(=O)C(C)Oc1ccccc1C1NC(=O)NC(C)=C1C(=O)Nc1ccc(C)c(C)c1 (centres undefined)	9%	-6%	3.0	73	i	15	10%	0.7%	-0.8%	0%	0.2%
CN(CC(=O)Nc1ccccc1Cl)C(=O)COC(=O)/C=C/c1ccc(C(F)(F)F)cc1	-2%	-6%	-1.3	52	i	6	-23%	6.3%	0.6%	12%	0.3%
Cc1ccc(CN2CCN(CC3CC4C=CC3C4)CC2)cc1 (centres undefined)	-7%	4%	0.3	47	i	15	19%	-1.9%	.	1%	-0.1%
O=C(Nc1cccc2ccccc12)NC(Cc1ccccc1)C(=O)O (centres undefined)	-10%	-2%	-0.5	77	i	51	-13%	4.2%	-0.6%	65%	0.0%
CCC1(c2ccc(F)cc2)NC(=O)N(CC(=O)Nc2ccccc2C)C1=O (centres undefined)	-16%	1%	-0.8	59	i	28	-3%	5.7%	-0.7%	7%	-0.1%
S=c1[nH]nc(-c2ccc(Cl)cc2)n1/N=C/c1cccs1	10%	-9%	2.8	58	i	19	-21%	-0.6%	0.2%	-1%	0.4%
CCn1ncc(C2=NOC(C(=O)N3CCC(C(N)=O)CC3)C2)c1C (centres undefined)	10%	2%	0.7	77	i	39	-18%	-6.1%	0.9%	-1%	0.3%
Cc1cc(C)cc(NC(=O)c2ccc(Cn3nc(C)c(Cl)c3C)o2)c1	-8%	3%	6.5	95	i	44	15%	-0.2%	-0.1%	4%	0.3%
CCc1nnc2c3cnn(-c4ccccc4)c3ncn12	-9%	-2%	-2.4	66	i	37	-11%	19%	0.2%	4%	0.2%
O=C(Nc1cccnc1)c1ccc(Cl)c(S(=O)(=O)N2CCCC2)c1	11%	2%	1.1	73	i	26	12%	-5.7%	0.6%	10%	0.6%
COc1ccccc1NC(=S)N1CCCCCC1	-3%	-3%	-0.8	46	i	16	-26%	2.6%	-0.6%	11%	0.3%
Cc1c(S(=O)(=O)N2CC(C)CC(C)C2)c(=O)n(C)c(=O)n1C (centres undefined)	13%	-5%	1.8	43	i	30	20%	1.7%	-0.2%	22%	0.0%
O=C(c1cc2n(n1)C(C(F)(F)F)CC(c1ccco1)N2)N1CCc2ccccc2C1 (centres undefined)	2%	-12%	3.8	33	i	48	27%	-3.8%	-0.5%	9%	-0.4%
Cc1ccc(-c2csc(N(CCCN(C)C)C(=O)c3ccco3)n2)cc1	12%	-8%	1.1	59	i	43	-52%[20 µM]	.	-0.2%	8%	0.1%
CN1CCNC(=O)C1CC(=O)O (centres undefined)	18%	2%	-0.3	75	i	28	-8%	5.7%	0.1%	7%	0.3%
Nc1nc(SCC(=O)c2cc3ccccc3o2)n[nH]1	1%	1%	-0.9	93	i	31	-7%[20 µM]	.	0.2%	16%	-0.1%
COc1cc2[nH]c(=S)n(C3CCN(Cc4ccccc4)CC3)c(=O)c2cc1OC	-2%	-5%	3.9	64	i	19	47%	-2.7%	-1.3%	9%	0.5%
CC1=NN(C(C#N)c2ccc(F)cc2)C(c2ccccc2)C1 (centres undefined)	3%	4%	-0.2	67	i	50	8%	-3.6%	0.2%	1%	-0.2%
O=C(O)c1ccc(-n2c(=O)c3ccccc3c3ccccc3c2=O)cc1	16%	-1%	0.3	37	i	42	-31%[20 µM]	.	0.1%	4%	0.6%
Fc1ccc(NC(=S)N/N=C/c2cccc(Br)c2)c(F)c1	-2%	8%	-2.2	112	i	37	34%	-1.2%	-0.7%	2%	-0.2%
COCCNC(=O)c1ccccc1NC(=O)c1ccc(OC)c(OC)c1	-6%	4%	-0.9	80	i	19	-6%	-3.1%	0.7%	-10%	-0.2%
O=C(NC(=S)N1CCN(c2ccc(F)cc2)CC1)c1cccs1	10%	9%	0.6	38	i	37	2%	-6.4%	-0.1%	15%	-0.2%
CCCCCOC(=O)C1=C(C)NC(=O)NC1c1ccc([N+](=O)[O-])cc1 (centres undefined)	5%	-10%	2.5	43	i	42	-31%[20 µM]	-0.6%	-0.8%	-3%	0.6%
Cc1nc(NC(=O)c2c(-c3ccccc3)noc2C)sc1C(=O)N(C)C	-18%	0%	-0.4	65	i	7	8%	0.6%	-0.2%	11%	0.3%
CCC(=O)Nc1c(C)ccc2nsnc12	7%	4%	-3.4	73	i	18	23%	-2.5%	-0.6%	-2%	-0.2%
CC1CC(C)CN(c2ccc(C(=O)OCC(=O)NC3CCCc4ccccc43)cc2[N+](=O)[O-])C1 (centres undefined)	2%	4%	1.0	37	i	42	18%	-2.3%	-0.3%	21%	-0.1%
CCOc1ccc(NC(=O)CCC(=O)c2ccc(OC)cc2)cc1	7%	-6%	0.3	51	i	46	-31%	2.7%	0.2%	3%	0.8%
Cc1ccccc1S(=O)(=O)Cc1ccc(C(=O)N2CCN(c3ncccn3)CC2)o1	16%	15%	-0.4	48	i	8	0%	2.2%	-0.3%	7%	0.0%
CCOCCCNC(=O)CCCOc1ccccc1	5%	6%	-0.6	102	i	25	23%	-1.8%	0.0%	12%	0.0%
Cc1ccccc1NC(=O)c1c(C)[nH]c(=S)c(C#N)c1-c1ccc(Cl)cc1	-11%	0%	0.3	57	i	28	-4%	2.3%	0.5%	24%	0.4%
COc1ccc(OC)c(NC(=O)CN2C(=O)c3ccccc3S2(=O)=O)c1	15%	-12%	8.6	99	i	53	0%	-6.7%	0.0%	10%	-0.2%
CC(=O)c1c[nH]c(C(=O)NCC2CCCO2)c1 (centres undefined)	4%	-11%	1.2	62	i	36	-17%	-2.8%	-0.1%	11%	-0.2%
Cc1cccc2cc(CN(CCCO)C(=O)Nc3ccccc3Cl)c(=O)[nH]c12	7%	6%	-0.5	33	i	14	12%	-1.7%	0.1%	19%	0.3%
COc1cccc(C(=O)OCCCN(C)C)c1	-12%	-1%	1.2	72	i	50	14%	-1.3%	-0.1%	9%	0.1%
CC1CC(C)CN(C(=O)Cn2c(=O)n(CCCCC(=O)NC3CCCC3)c(=O)c3ccccc32)C1 (centres undefined)	-1%	3%	0.5	64	i	39	45%	4.0%	0.4%	8%	0.0%
O=C(CSc1ccccc1)N1CCN(S(=O)(=O)c2ccccc2)CC1	-11%	-6%	0.0	54	i	22	12%	-2.2%	-0.3%	11%	0.3%
COc1ccccc1N1CCN(C(c2ccccc2Cl)c2nnnn2C(C)(C)C)CC1 (centres undefined)	-4%	-12%	0.2	52	i	51	8%	3.5%	-0.5%	-18%	0.1%

3 entries from above, arranged by the value under GPR55 antagonists, rising.
SMILES | GPR55 antagonists
CCC(=O)Nc1c(C)ccc2nsnc12 | -2%
COc1cccc(C(=O)OCCCN(C)C)c1 | 9%
Cc1cccc2cc(CN(CCCO)C(=O)Nc3ccccc3Cl)c(=O)[nH]c12 | 19%

Screening results from PubChem.
